TROY NFkB inh – inhibitors of TROY-driven NF-kB signaling, primary screen, Q293 LMP1-TROYcd cells, NF-kB luciferase, uHTS | 360,000 compounds, 0.98% hits | Q293 LMP1-TROYcd NF-kB luciferase reporter, 4 h | AID 1347056, 2019 | inhibition, % at 10 µM;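 active = compounds whose plate-normalised and pattern-corrected inhibition of the luciferase reporter signal at the single screening dose is 50% or more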
COUP-TFII inh – NR2F2 transcriptional activity inhibitors, primary screen, cell-based, luciferase reporter, HEK293T, luminescence | HEK293T NGFI-A luciferase reporter | AID 686940, 2013 | COUP transcription factor 2 (Homo sapiens), P24468 | inhibition, % at 8.6 µM | 370,000 compounds, 0.7% hits;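 active = inhibition above a per-plate cutoff, mean inhibition of test wells between control levels plus 3 SD, cut at about 38% in these data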;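 note: cells cotransfected with COUP-TFII expression vector driving the NGFI-A reporter; 0% = median of COUP-TF2 test wells and 100% = reporter-only cells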
NCOA1 inh – SRC1 coactivator transcriptional activity inhibitors, primary screen, cell-based, luminescence. AID 588354, 2011. 360,000 compounds, 0.12% hits. inhibition, % at 3.6 µM. HEK293 GAL4-SRC1 luciferase reporter;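 active = inhibition above the campaign mean plus 3 SD, with each screening campaign given its own cutoff, cut at about 60% in these data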;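 note: 0% = DMSO treated cells and 100% = gossypol at 36 µM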
SRC2 inh – inhibition of GAL4-SRC2 driven luciferase reporter, primary screen, SRC2 inhibitor project, cell-based, luminescence | HEK293 GAL4-SRC2 luciferase reporter | AID 651957, 2012 | 370,000 compounds, 0.17% hits | Nuclear receptor coactivator 2 (Homo sapiens), Q15596 | inhibition, % at 9 µM;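 active = inhibition above the mean inhibition of all tested compounds plus 3 SD, set per campaign, cut at about 52% in these data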;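 note: 0% = DMSO treated cells and 100% = cells given Gossypol at 36 µM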
NCOA3 inh – SRC3 coactivator transcriptional activity inhibitors, primary screen, cell-based, luminescence. HEK293 GAL4-SRC3 luciferase reporter. inhibition, % at 3.6 µM. 360,000 compounds, 0.17% hits. AID 588352, 2011;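 active = inhibition above a per-campaign cutoff, the mean of all compounds plus 3 SD, cut at about 60% in these data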;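 note: 0% = DMSO-treated cells and 100% = gossypol-treated cells at 36 µM; higher means less SRC3-driven luciferase light from the GAL4 reporter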
Target sequence (Q9Y6Q9 whole entry, looked up, the tested form may be a part): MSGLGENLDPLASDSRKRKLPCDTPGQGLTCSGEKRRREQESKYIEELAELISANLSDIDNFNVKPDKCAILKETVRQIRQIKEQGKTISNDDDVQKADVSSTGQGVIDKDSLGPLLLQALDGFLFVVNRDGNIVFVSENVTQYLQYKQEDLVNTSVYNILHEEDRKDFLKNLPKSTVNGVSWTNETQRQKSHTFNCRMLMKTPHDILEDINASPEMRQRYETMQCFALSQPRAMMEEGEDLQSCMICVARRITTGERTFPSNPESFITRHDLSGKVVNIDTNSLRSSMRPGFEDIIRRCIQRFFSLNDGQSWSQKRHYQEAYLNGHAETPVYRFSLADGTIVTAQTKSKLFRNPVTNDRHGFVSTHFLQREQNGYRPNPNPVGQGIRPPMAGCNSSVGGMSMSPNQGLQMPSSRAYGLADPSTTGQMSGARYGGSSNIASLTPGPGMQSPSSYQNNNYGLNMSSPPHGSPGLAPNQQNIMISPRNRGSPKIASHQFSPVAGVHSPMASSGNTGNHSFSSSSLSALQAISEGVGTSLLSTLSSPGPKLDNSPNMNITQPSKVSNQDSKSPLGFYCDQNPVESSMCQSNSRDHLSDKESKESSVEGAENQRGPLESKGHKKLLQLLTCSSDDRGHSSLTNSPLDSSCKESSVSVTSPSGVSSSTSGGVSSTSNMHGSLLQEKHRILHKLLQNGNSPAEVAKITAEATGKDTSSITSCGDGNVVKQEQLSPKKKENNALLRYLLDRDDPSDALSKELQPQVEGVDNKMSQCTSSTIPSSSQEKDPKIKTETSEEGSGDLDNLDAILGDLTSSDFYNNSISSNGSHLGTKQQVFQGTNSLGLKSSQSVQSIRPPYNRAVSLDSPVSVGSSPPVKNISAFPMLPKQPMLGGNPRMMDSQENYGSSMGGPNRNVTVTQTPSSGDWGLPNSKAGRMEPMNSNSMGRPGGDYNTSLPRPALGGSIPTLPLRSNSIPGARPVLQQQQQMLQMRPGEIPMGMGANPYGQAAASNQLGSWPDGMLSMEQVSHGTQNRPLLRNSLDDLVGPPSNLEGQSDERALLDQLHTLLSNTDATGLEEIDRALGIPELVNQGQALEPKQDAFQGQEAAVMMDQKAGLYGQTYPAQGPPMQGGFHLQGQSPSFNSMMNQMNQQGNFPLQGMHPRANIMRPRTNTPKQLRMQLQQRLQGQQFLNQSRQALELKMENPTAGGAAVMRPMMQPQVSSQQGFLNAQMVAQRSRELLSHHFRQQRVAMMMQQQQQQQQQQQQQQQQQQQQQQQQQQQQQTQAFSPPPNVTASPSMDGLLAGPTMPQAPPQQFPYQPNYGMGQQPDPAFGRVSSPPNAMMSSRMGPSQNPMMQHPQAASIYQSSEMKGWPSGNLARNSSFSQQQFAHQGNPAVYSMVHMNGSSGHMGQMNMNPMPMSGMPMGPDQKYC
C8 TRAIL sens – viability loss with TRAIL in NB7+C8 cells, primary screen, TRAIL sensitizer project, cell-based, ATPlite luminescence. inhibition (viability loss, TRAIL sensitization), % at 10 µM. 360,000 compounds, 1% hits. AID 624354, 2012;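 active = compounds causing at least 50% loss of cell viability in the single-dose screen, relative to plate controls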
Vif inh – HIV Vif self-association inhibitors, primary screen, imaging, HEK293T, single point; HEK293T cells, Vif self-association by quenched fluorescence, 24 h; inhibition, % at 7.49 µM; 340,000 compounds, 0.35% hits; AID 602346, 2012; in the data active = inhibition above about 50%, passing the limit was not always enough; inconclusive = no clear call, values can overlap the other calls; inactive = below about 31%; note: some results filed as inactive read as strong as hits
NOD2-RIPK2 inh – NOD2-RIPK2 binding disruptors in cells, primary screen, fluorescence, CHO cells, BLA complementation; CCF4 ratio; inhibition, % at 4.98 µM; 360,000 compounds, 0.38% hits; AID 624267, 2012; in the data active = inhibition above about 21%;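 note: 0% = vehicle only and 100% = reference blocker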
LMP1 NFkB inh – EBV LMP1-driven NF-kappaB luciferase reporter inhibitors, primary screen, cell-based, luminescence, single point; LMP1-induced NF-kappaB luciferase reporter cells; inhibition, % at 12.5 µM; 350,000 compounds, 0.69% hits; AID 504558, 2011; in the data active = inhibition above about 41%; inconclusive = no clear call, values can overlap the other calls;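 note: 0% = neutral control wells and 100% = reference inhibitor control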
NR5A2 inv ag – LRH-1 (NR5A2) inverse agonists, primary screen, cell-based, luminescence, HEK293T, StAR-luciferase reporter | 360,000 compounds, 0.13% hits | inhibition, % at 3.6 µM | Nuclear receptor subfamily 5 group A member 2 (Homo sapiens), O00482 | LRH-1 transfected, 24 h;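 active = inhibition above the mean inhibition of all tested compounds plus 3 SD, cut at about 73% in these data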;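 note: 0% = DMSO wells and 100% = reporter-only cells lacking LRH-1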
TLR9-MyD88 inh – inhibitors of TLR9-MyD88 association in cells, primary screen, cell-based, CHO, BLA complementation, fluorescence | Toll-like receptor 9 (Homo sapiens) + Myeloid differentiation primary response protein … | CCF4 FRET ratio | inhibition, % at 4.98 µM | 340,000 compounds, 0.21% hits | AID 504734, 2011;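 active = inhibition above the mean over all tested compounds plus 3 SD, cut at about 21% in these data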;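 note: 0% = DMSO only wells and 100% = clavulanate BLA inhibitor control wells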
Numbers without * were called inactive; ? = inconclusive; · = not tested or not shown. These rows are one share of the data; rates above refer to the full screens.

SMILES	TROY NFkB inh	COUP-TFII inh	NCOA1 inh	SRC2 inh	NCOA3 inh	C8 TRAIL sens	Vif inh	NOD2-RIPK2 inh	LMP1 NFkB inh	NR5A2 inv ag	TLR9-MyD88 inh
COc1ccc2c(c1)OC[C@H]1[C@H]2N2C(=O)c3ccc(F)cc3NC(=O)[C@@]2(C)[C@H]1c1ccccc1	-5	-2	11	1	10	13	·	-4	-4	13	-2
Oc1[nH]c2ccccc2c1N=Nc1c(F)c(F)c(Cl)c(F)c1F	-37	-5	7	6	8	-3	-13	-1	69*	-4	7
CCC(C)Nc1nc2c(C)cccn2c(=O)c1C=Nc1ccc(OC)cc1 (stereo not drawn)	-6	9	-19	15	-14	0	4	5	-3	9	-2
Cc1nc2ccccn2c1C(=O)N/N=C/c1ccccc1[N+](=O)[O-]	-43	-2	-10	-20	7	0	-4	2	7	-3	-9
Cc1ccc(-c2ccc(SCC(=O)NC3CCCCC3)nn2)cc1	-23	-11	-50	-2	-43	42	-14	-6	-13	-2	3
Cc1ccc(NC(=O)CS(=O)CC(=O)N(c2ccc(C)cc2)C(C)C(=O)NC2CCCCC2)cc1 (stereo not drawn)	-13	10	4	-3	8	-2	0	-1	-9	-7	-11
CC(C)(C)N1C(=O)[C@H]2[C@@H](c3ccc(Br)cc3)N3C(=O)N(c4cccc(F)c4)C(=O)[C@@]3(C)[C@H]2C1=O	0	-1	-2	0	-2	-4	·	10	-4	6	-2
CNc1cc(-c2cccc(N(C)C)c2)ncn1	-37	-74	-70	-56	-108	42	-8	-5	·	-107	·
Nc1cc2c3ccccc3ccc2c2ccccc12	37	3	-129	-59	-130	27	19	-7	-48	-78	-5
Cc1nc2ccc(NC(=S)NC(C)C)cc2nc1C	-39	-21	-9	-33	-22	-5	0	3	1	-19	12
O=C(c1cccs1)N1CCc2c([nH]c3ccccc23)C1c1ccccn1 (stereo not drawn)	-19	-2	21	-6	6	3	1	3	-5	7	7
CCN(CC)S(=O)(=O)c1cc(NC(=O)NCCCl)ccc1C	6	3	-2	-4	13	-1	0	-9	-4	-14	-8
COc1ccc(CN2Cc3cccc4c3[C@@H](CC2=O)[C@H](O)[C@H](O)C4)cc1	-5	-6	-13	16	-11	-3	0	0	-2	1	-6
O=C(CSc1nc2[nH]ncc2c(=O)[nH]1)NCc1ccccc1	14	-6	5	-7	0	7	-5	-5	2	-13	-1
COC(=O)c1nn(-c2ccccc2)c(=O)cc1Sc1ccc(Cl)cc1	20	17	-11	-24	-12	-9	7	-7	-1	6	-3
O=C(CCn1c(=O)[nH]c2ccccc2c1=O)NCCCN1CCN(c2cccc(Cl)c2)CC1	-7	·	-3	·	2	-2	29	5	-7	-7	-4
CNC(=S)N/N=C/c1c(C(=O)OC)cnn1-c1ccc(F)cc1F	11	36	-2	15	21	0	-10	-5	-1	9	6
C/C(=N\NC(=O)c1cccs1)c1ccc(C(=O)O)s1	-28	-71	-95	-38	-93	-7	-14	-4	-4	-96	1
Brc1ccc(-n2c(SCc3nc4ccccc4[nH]3)nnc2-c2ccncc2)cc1	9	1	-3	-8	11	0	-2	-14	3	6	0
O=C(NS(=O)(=O)N1CCCC1)C1=C(N2CCCC2)COC1=O	0	-83	-12	11	2	-8	-2	3	2	-16	-1

Shown with bars between the fields: part of the list above
mol | TROY NFkB inh | COUP-TFII inh | NCOA1 inh | SRC2 inh | NCOA3 inh | C8 TRAIL sens | Vif inh | NOD2-RIPK2 inh | LMP1 NFkB inh | NR5A2 inv ag | TLR9-MyD88 inh
CNC(=S)N/N=C/c1c(C(=O)OC)cnn1-c1ccc(F)cc1F | 11 | 36 | -2 | 15 | 21 | 0 | -10 | -5 | -1 | 9 | 6
C/C(=N\NC(=O)c1cccs1)c1ccc(C(=O)O)s1 | -28 | -71 | -95 | -38 | -93 | -7 | -14 | -4 | -4 | -96 | 1

Next part.
SMILES	TROY NFkB inh	COUP-TFII inh	NCOA1 inh	SRC2 inh	NCOA3 inh	C8 TRAIL sens	Vif inh	NOD2-RIPK2 inh	LMP1 NFkB inh	NR5A2 inv ag	TLR9-MyD88 inh
COC(=O)c1c[nH]n2c(=O)cc(C)nc12	8	-1	-4	-15	11	1	10	-10	1	-2	-1
O=C1CSC(=S)N1c1ccc(F)c(Cl)c1	4	1	-13	-26	-10	4	6	-12	-16	15	-5
Nc1nc(C23CC4CC(CC(C4)C2)C3)[nH]c(=O)n1	-2	20	-2	-4	11	-4	0	-6	-1	-14	3
CCN(c1ccccc1)S(=O)(=O)c1cc(C(=O)NCc2ccco2)ccc1C	11	9	3	-15	-20	6	2	5	-7	-1	-2
O=C(NCc1ccc(F)cc1)c1cc(C2CCCCN2C(=O)OCCF)on1 (stereo not drawn)	-7	-2	-1	9	-9	7	67*	6	·	3	·
O=[n+]1c2c(n([O-])c3cc(Cl)ccc31)CCCC2	-6	5	-13	-3	-12	5	·	-17	-6	6	6
CC(O)CSc1nc2c(c(=O)[nH]c(=O)n2C)n1CC(O)COc1ccccc1 (stereo not drawn)	-20	-8	-6	5	6	0	9	3	-4	-14	13
Cc1ccc2[nH]c(C)c(/C=N/Nc3nc4ccccc4s3)c2c1	39	-7	-53	-3	-14	-2	4	4	-82	-70	6
Cc1cccc(C)c1OCc1cc(C(=O)NC2CCC(O)CC2)no1 (stereo not drawn)	-34	7	-13	0	3	-3	4	-3	3	2	-2
O=C(N/N=C/c1ccc[nH]1)c1ccc(COc2cccc3cccnc23)cc1	48	73*	36	34	69*	63*	-6	4	47*	79*	1
OC1CCC(Nc2ccn3nc(-c4cccc(OCc5ccccc5)c4)cc3n2)CC1 (stereo not drawn)	35	-20	3	-33	3	24	-9	1	·	-9	·
CCNS(=O)(=O)c1ccc(CCC(=O)N2CCN(c3ccccc3F)CC2)cc1	-27	6	-7	26	1	-15	4	-16	0	-6	-6
Cn1ccnc1C(=O)c1cc(SCC(=O)NC2CC2)nc2ccccc12	7	-16	-38	0	6	4	-4	1	6	11	-3
O=C1CC(c2cccs2)Sc2nc3ccccc3n21 (stereo not drawn)	30	-61	-104	-53	-84	6	4	-4	-34	-95	-3
O=C(O)CSc1nnc(-c2ccc(Cl)cc2Cl)n1-c1ccc(Br)cc1	-10	8	-2	7	-41	-11	5	-7	-2	-13	-11
CN(C)/C=N/c1c(C(=O)NCc2ccccc2)nnn1Cc1ccccc1	0	10	-5	3	-9	5	5	9	2	3	14
COc1ccccc1CC(=O)NCC(c1ccco1)N1CCCCC1 (stereo not drawn)	0	23	-19	-50	2	6	-1	1	-5	7	0
Cc1ccc(Cl)cc1N1CCN(S(C)(=O)=O)CC1	4	0	-10	-18	18	-7	2	6	-3	-3	4
Cc1ccc(C2NC(c3ccc(C)cc3)C(C)C(=NO)C2C)cc1 (stereo not drawn)	25	2	-5	2	-19	-8	-3	5	-4	-4	-9
O=C(COc1ccc(S(=O)(=O)N2CCCCC2)cc1Cl)N1CCOCC1	-2	7	5	-4	-36	9	-3	-35	-4	2	0
CN1CCC(N(C)S(=O)(=O)c2ccc(NC(=O)COc3cccc(C(F)(F)F)c3)cc2)CC1	-7	4	-7	-39	4	10	15	11	-4	-3	0
CN(C(=O)CCc1nnc(-c2ccc(-c3ccccc3)cc2)o1)C1CCOCC1	2	1	10	40	-2	10	-8	-1	11	2	-4
CCCNC(=O)C1(C)CCCN(C(=O)c2ccccc2OC)C1 (stereo not drawn)	9	3	3	-24	-2	-10	·	-8	·	23	·
COC(=O)c1ccccc1NC1CC(=O)N(c2c(C)cccc2C)C1=O (stereo not drawn)	-6	2	-13	-11	15	2	-17	-2	1	-16	-3
CCn1c(SCC(=O)Nc2nc3ccccc3s2)nnc1-c1ccc(Br)cc1	1	0	4	8	0	-1	4	-1	-7	1	-9
C=CCn1c(=O)c2ccccc2n2c(SCc3nnc(-c4ccccc4Br)o3)nnc12	-1	9	1	8	2	-7	11	2	5	-2	-10
COc1cccc(CC(=O)NCC2COc3ccccc3O2)c1OC (stereo not drawn)	1	0	9	-7	-2	1	?	-1	2	-12	-13
COc1ccc(-c2csc(NC(=O)CSc3ccc(Br)cc3)n2)c(OC)c1	9	1	-34	14	12	-8	-1	2	11	-1	2
O=C(NC(NC1CCS(=O)(=O)C1)C(Cl)(Cl)Cl)c1ccc(Br)cc1 (stereo not drawn)	-23	-21	-2	4	6	15	-5	-1	2	7	6
Cc1ccc(NC(=O)CSc2nnc(NC3CC3)s2)cc1S(=O)(=O)N1CCOCC1	-5	11	-10	-19	-4	-6	·	1	9	-17	-7
CCC(O)(C#CCN1CCCCC1)CC	-15	4	2	8	1	3	-3	-8	9	-6	-3
N#Cc1sc2nc(-c3ccccc3)cc(C(F)(F)F)c2c1N	8	29	-8	18	6	1	-5	-1	-3	12	0
Cc1cccc(OCCNc2cc(N3CCOCC3)ccc2[N+](=O)[O-])c1	-60	-12	-16	4	-3	-2	·	2	-55	6	6
CC(C)NC(=O)Cn1c(=O)n(CC(=O)N2CCCCC2)c(=O)c2sccc21	11	3	8	-14	14	-10	1	-10	1	-9	-1
CC(=O)c1ccc(N(C(=O)Cn2nnc3ccccc32)C(C(=O)NC2CCCCC2)c2cn(C)nc2C)cc1 (stereo not drawn)	0	4	-19	-5	-1	-7	-5	-6	1	-10	-10
CC1(C(=O)NCc2cccc(C(F)(F)F)c2)CCN1CCc1ccccc1 (stereo not drawn)	8	4	1	-1	-15	2	-12	-3	·	5	·
O=C(O)c1cccnc1SC1CC(=O)N(c2ccccc2)C1=O (stereo not drawn)	17	12	14	-1	2	-5	9	-9	-11	-8	2
O=C(COc1ccc(Cl)cc1Cl)Nc1nnc(C2=COCCO2)o1	-19	6	-21	22	2	2	4	-12	2	-9	-6
Cc1ccc(NS(=O)(=O)c2ccc3c(c2)NC(=O)CO3)cc1	-2	-16	1	1	8	-4	-1	7	-6	-12	1
CCC(=O)N1CCN(c2ccc(NC(=O)c3ccc([N+](=O)[O-])o3)cc2Cl)CC1	-10	-12	-24	4	7	70*	66*	20	-48	57	7
O=S(=O)(NC1CCCCC1)c1cccc(-c2nnc(-c3ccccc3)o2)c1	18	9	1	7	6	-3	-3	-3	4	5	2
COc1ccc(CNS(=O)(=O)c2ccc(C)cc2)cc1	11	-1	-5	-3	-11	-22	8	0	-3	8	-2
CC(=O)c1cccc(NC(=O)c2ccc(NC(=O)CCS(=O)(=O)c3cccs3)cc2)c1	7	18	10	10	-4	20	9	-9	5	12	-2
Cc1cccnc1NC(=O)CCNC(=O)c1ccc(Cl)cc1	-15	0	-5	-14	-9	-10	·	5	-5	-3	3

Screens as filed in PubChem BioAssay.
